# D3 ag = qHTS of D3 Dopamine Receptor Agonist: qHTS; D3R DiscoveRx beta-arrestin cells, luminescence, 90 min; 0.58% of 410,000 active; AID 652048, 2013; max activation, %; in the data active = max activation above about 30%; also: 0% is about no effect; mostly tested at two doses, the higher about 12 µM
# Target sequence (P35462 whole entry, looked up): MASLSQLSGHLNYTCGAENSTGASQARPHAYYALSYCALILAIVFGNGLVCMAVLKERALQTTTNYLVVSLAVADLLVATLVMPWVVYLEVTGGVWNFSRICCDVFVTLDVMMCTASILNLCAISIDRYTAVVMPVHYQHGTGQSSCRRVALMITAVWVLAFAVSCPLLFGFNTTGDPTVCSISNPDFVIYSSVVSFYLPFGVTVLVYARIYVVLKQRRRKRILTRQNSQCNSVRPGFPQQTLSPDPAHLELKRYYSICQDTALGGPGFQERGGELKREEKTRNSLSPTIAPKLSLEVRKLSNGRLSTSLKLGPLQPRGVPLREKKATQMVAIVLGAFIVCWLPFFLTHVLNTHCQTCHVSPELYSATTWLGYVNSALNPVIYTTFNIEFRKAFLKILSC
#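 Agonist mode: compounds and dopamine controls were applied to plated cells for 90 min at 37 degrees C after an overnight attachment at 1500 cells/well. Luminescent read-out followed 30 - 60 minutes at room temperature with DiscoveRx detection reagent.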
# IL-2 act = qHTS of IL-2 Activators. IL-2 activation reporter assay, cell-based qHTS; stimulated with anti-CD3/CD4/CD28 beads; in transgenic mouse T cells. activation, % (series mostly up to about 46 µM). 0.065% of 360,000 active. AID 652025, 2013; in the data active = activation above about 50%; inconclusive = mostly about 30% to 49%; also: 0% is about no effect
#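 Unstimulated transgenic mouse T cells; 60-min compound exposure; bead-based TCR/CD4/CD28 stimulation; 18 h culture, 37 degrees C; dual fluorescence (EGFP, DsRed) plate cytometry.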
# GLP-1R inv ag = qHTS of GLP-1 Receptor Inverse Agonists (Inhibition Mode); Glucagon-like peptide 1 receptor (Homo sapiens), P43220; HEK293 GLP-1R CRE-luciferase, luminescence, 24 h; GLP-1R form is constitutively active; Potency, µM (top dose mostly 38.3 µM), inactives show at the highest dose activity change, negative = inhibition, most hits filed as inhibitors; 1.6% of 410,000 active; AID 624417, 2012; also: potency is read from the fitted curve at half-maximal effect; % is scaled to controls: 0 for no effect and ±100 for the full control effect; nearly all actives have a fitted effect of over 55% in size
# Target sequence (P43220 whole entry, looked up): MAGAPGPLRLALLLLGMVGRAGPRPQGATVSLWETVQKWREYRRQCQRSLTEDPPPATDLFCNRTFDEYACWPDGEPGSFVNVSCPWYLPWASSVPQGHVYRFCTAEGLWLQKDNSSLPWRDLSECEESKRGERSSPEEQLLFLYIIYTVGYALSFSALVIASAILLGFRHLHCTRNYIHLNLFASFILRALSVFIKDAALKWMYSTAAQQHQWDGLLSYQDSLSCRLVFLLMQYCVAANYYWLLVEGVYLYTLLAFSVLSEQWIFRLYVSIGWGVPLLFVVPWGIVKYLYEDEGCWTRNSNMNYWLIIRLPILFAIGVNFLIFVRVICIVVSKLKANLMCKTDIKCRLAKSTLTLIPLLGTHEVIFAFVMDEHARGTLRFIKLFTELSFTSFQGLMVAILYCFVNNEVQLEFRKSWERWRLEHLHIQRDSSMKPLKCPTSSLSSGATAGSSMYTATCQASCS
#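 Luminescence readout: a drop in cAMP-driven luciferase signal flags inverse agonism at a constitutively active GLP-1R stably expressed in HEK293. Compound exposure lasted 24 hr at 37 deg C, 5% CO2.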
# GLP1R ag = qHTS of GLP-1 Receptor Agonists; Glucagon-like peptide 1 receptor (Homo sapiens), P43220; Potency, µM (highest dose often 45.6 µM), for the others: at the top dose activation, most hits filed as activators; 0.007% of 380,000 active; HEK293 GLP-1R CRE-luciferase, luminescence, 4-6 h; cells express a hypersensitive GLP-1R form; also: potency is read from the fitted curve at half-maximal effect; % of control where 0% means no effect
# WRN helicase inh = qHTS for Inhibitors of WRN Helicase; WRN helicase unwinding, fluorescent forked duplex, kinetic; Potency, µM (titrated, usually from 114 µM), inactives show at the highest dose activity change, negative = inhibition, usual class: inhibitors; 0.46% of 360,000 active; also: potency is read from the fitted curve at half-maximal effect; % is scaled to controls: 0 for no effect and ±100 for the full control effect; nearly all actives have a fitted effect of over 55% in size
#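 Kinetic fluorescence helicase assay: unwinding of a quenched forked DNA duplex (100 nM final) with 2 mM ATP final raises red fluorescence (525/598 nm). Compounds sat 15 min at room temperature with 20 nM WRN beforehand.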
# HEK293 tox = qHTS of GLP-1 Receptor Inverse Agonists: Cytotox Screen; HEK293 cAMP-luciferase reporter cells, luminescence, 24 h; Potency, µM (doses to about 38.3 µM), for the others: at the top dose activity change, negative = inhibition, most hits filed as inhibitors; 0.13% of 410,000 active;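 also: loss of luciferase light is scored as toxicity; potency is read from the fitted curve at half-maximal effect; % is scaled to controls: 0 for no effect and ±100 for the full control effect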
#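 Step one: seed cells (200 cells/uL, DMEM with 10% Nu serum, 1% pen-strep). Step two: 12-hour incubation at 37 deg C. Step three: pin 23 nL compound, incubate 24 hr. Step four: add luciferase reagent, read luminescence 12 min later.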
# PI5P4Ka inh = qHTS for Inhibitors of phosphatidylinositol 5-phosphate 4-kinase (PI5P4K); Phosphatidylinositol 5-phosphate 4-kinase type-2 alpha (Homo sapiens), P48426; PI5P4Kalpha enzyme, ADP-Glo luminescence, 60 min; stronger effect = lower value; max response, %; 1.2% of 330,000 active; AID 652105, 2013; active = max response of -50% or lower; inconclusive = between -30% and -50%; inactive = -30% or higher; also: value at the top dose of about 77 µM; % is scaled to controls: 0 for no effect and ±100 for the full control effect
#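 qHTS, 1536-well: enzyme/substrate mix, compound by pin tool, 5 microM ATP final; RT 60 min; ADP-Glo reagents 1 (45 min) then 2 (30 min); luminescence.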
# D3 antag = qHTS of D3 Dopamine Receptor Antagonist: qHTS. D(3) dopamine receptor (Homo sapiens), P35462. D3R cells, DiscoveRx beta-arrestin luminescence, antagonist mode; stronger effect = lower value. max response, negative = inhibition, %. 2.5% of 360,000 active. AID 652054, 2013; in the data active = max response below about -50%; inconclusive = no clear call, values can overlap the other calls; also: % is scaled to controls: 0 for no effect and ±100 for the full control effect; mostly tested at two doses, the higher about 12 µM
#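 Cells expressing the human receptor were seeded at 1500 cells/well, incubated overnight at 37 degrees C in 5% CO2, then exposed to library compounds with dopamine controls for 90 minutes at 37 degrees C before luminescent detection.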
# PLK1 PBD inh = qHTS for Inhibitors of PLK1-PDB (polo-like kinase 1 - polo-box domain): Primary Screen. Serine/threonine-protein kinase PLK1 (Homo sapiens), P53350. 2.8% of 360,000 active. Potency, µM, for the others: max response, negative = inhibition, actives largely listed as inhibitors. Plk1 PBD binding of FITC phosphopeptide, fluorescence polarization; also: potency is read from the fitted curve at half-maximal effect; series mostly up to about 57 µM; % is scaled to controls: 0 for no effect and ±100 for the full control effect; nearly all actives have a fitted effect of over 65% in size
# Numbers without * were called inactive; ? = inconclusive; nt = no result given; & = joins results of further samples; [ ] = remark or other dose. Unless noted, calls follow the shape of the dose curve; as a rule, active = well fitted curve in the direction sought with a large enough effect; inconclusive = small, poorly fitted or top-dose-only effect, or another doubt; inactive = no such curve, though single readings can be large; an effect the other way counts as inactive or inconclusive.
SMILES,D3 ag,IL-2 act,GLP-1R inv ag,GLP1R ag,WRN helicase inh,HEK293 tox,PI5P4Ka inh,D3 antag,PLK1 PBD inh
COC(=O)C(Cc1ccc(O)cc1)NC(=O)CCC(=O)Nc1ccc(S(N)(=O)=O)cc1 (stereo unspecified),1,0.0,-15%,7%,-11%,26%,1,-21,-4%
O=C(Nc1cc(C(F)(F)F)ccc1N1CCOCC1)C1CCCO1 (stereo unspecified),-20,-4.6,-2%,8%,-29%,-8%,-1,-2,-11%
COc1cccc(CN2CC(C(=O)NCCN3CCOCC3)CCC2=O)c1 (stereo unspecified),5,1.7,-8%,3%,-1%,-11%,-4,8,?
COCCn1c(SCC(=O)N2CCc3ccccc3C2)nc2ccccc2c1=O,3,1.4,0%,12%,0%,-25%,-5,12,-3%
O=C(CSc1ccccn1)N1CCOCC1,2,0.1,24%,-2%,-15%,-14%,3,8,-15%
N#C/C(=C\c1cc(Cl)ccc1O)C(=O)NC1CCCCC1,-17,-1.0,2%,-3%,-14%,10%,nt,-15,-10%
CCC(C)NCC(O)(c1ccc(Cl)cc1)c1ccc(Cl)cc1 (stereo unspecified),-6,-2.7,?,2%,-5%,?,-2,-29,-12%
CCCC(=O)Nc1cc(=O)n(C)c(=O)n1C,-2,0.5,6%,7%,0%,5%,2,-7,1%
CCN(CC)CCN(C(=O)c1ccc(S(=O)(=O)N(C)C2CCCCC2)cc1)c1nc2c(C)cccc2s1,-10,-4.1,?,-8%,?,17%,-3,?,-5%
Nc1ccc(C(=O)c2ccc3c(c2)OCCO3)cc1N,1,-0.3,2%,-1%,6%,-23%,nt,14,-9%
Cc1cc(NC(=O)c2cc(-c3ccc4c(c3)OCO4)on2)n(-c2ccccc2)n1,-24,-1.1,1%,-1%,-11%,6%,nt,-18,-6%
CC(Cl)C(=O)NNc1cccc(Cl)n1 (stereo unspecified),5,-1.5,1%,-12%,-21%[57.1 µM],45%[activator],-12,-17,-25%
CCOC(=O)c1ccc(-c2c(-c3ccccc3OC)oc3ccccc23)cc1F,1,-1.0,?,-3%,-5%,9%,21,0,6%
CCOc1ccc(-c2nc(N)nc(C)c2-c2ccc(Cl)cc2)c(O)c1,1,-1.0,?,13%,-12%,6%,-9,-2,-9%
O=S(=O)(Nc1ccc(S(=O)(=O)Nc2ncccn2)cc1)c1ccccc1,7,0.8,-3%,-5%,2%,0%,-11,3,0%
O=C(O)c1cc(S(=O)(=O)O)ccc1O,3,-0.1,6%,-4%,2%,0%,-13,-4,-3%
CCOC(=O)C1=C(C)N=C(/N=C/N(C)C)SC1c1ccccc1 (stereo unspecified),-3,0.0,-23%,6%,7%,-14%,nt,32,-7%
Cc1cnc(CNC(=O)CC2C(=O)NCCN2Cc2cccc(F)c2F)cn1 (stereo unspecified),-14,-3.1,16%,-1%,10%,-7%,2,2,-6%
COc1cc(NC(=O)CN(c2ccc(C)cc2)S(=O)(=O)c2cccc3nonc23)cc(OC)c1,-16,nt,?,1%,nt,5%,nt,nt,nt
NS(=O)(=O)c1ccc(NC(=O)Nc2cccc3ccccc23)cc1,0,0.2,-28%,4%,-7%,3%,4,3,4%
O=C(c1ccccc1-c1ccccc1)N1CCCC1,12,0.8,5%,3%,14%,4%,-3,2,-2%
COc1ccccc1CNN,0,2.1,-41%,1%,-1%,-28%,-6,-22,?
COc1ccc(C2C3=C(COC3=O)Oc3cc4c(cc32)OCO4)cc1OC (stereo unspecified),3,-0.2,?,0%,-7%,-29%,2,-17,-1%
CC(C)[C@H](NC(=O)Nc1ccc(S(N)(=O)=O)cc1)C(=O)O,-23,-2.8,2%,-9%,6%,-1%,nt,14,-5%
CNC[C@@H]1Oc2cc(Br)ccc2S(=O)(=O)N([C@H](C)CO)C[C@H]1C,4,-1.4,6%,11%,-4%,-12%,0,18,-9%
CC(C)Oc1ccc(S(=O)(=O)N2CCOCC2)cc1NC(=O)C1COc2ccccc2O1 (stereo unspecified),5,-0.9,-5%,-6%,3%,3%,-3,53,1%
CC(C)C[C@H]1CNC(=O)C(=O)N1C[C@@H]1CCCN1C[C@H](CC(C)C)N1C[C@H](Cc2ccccc2)N(CCc2ccccc2)C(=O)C1=O,-5,1.3,26%,-1%,3%,1%,-1,76,-13%
O=C(NCCO)c1nc(C(=O)c2ccccc2)c2ccccc2n1,-23,1.9,9%,1%,3%,4%,3,-18,-4%
CC1CCCN(c2nc3ccccc3nc2C(C#N)S(=O)(=O)c2cccs2)C1 (stereo unspecified),1,6.2,0%,2%,-10%,3%,nt,-3,?
Cc1cc(N2CCOCC2)nc2ccccc12,2,-0.4,-9%,11%,4%,-28%,-2,11,2%
CCOc1ccc(S(=O)(=O)c2c(C(=O)c3ccccc3)cnc3cc4c(cc23)OCCO4)cc1,0,0.4,?,-1%,-20%,28%,13,1,2%
COCCNC(=O)c1ccc2c3n(nc2c1)-c1ccccc1CO3,3,-0.2,-5%,1%,-6%,6%,-13,-9,-3%
O=C(N/N=C1\CCc2ccccc21)c1ccc(O)cc1,-1,0.5,-13%[7.66 µM],0%,3%,-6%[7.66 µM],?,-12,5%
O=C(NCc1ccccn1)c1cccc(S(=O)(=O)NCc2ccccc2)c1,-10,-1.8,7%,7%,-1%,2%,2,-6,4%
O=C(NCc1cccc2ccccc12)Nc1ccccc1,-2,-2.8,?,3%,4%,5%,0,-1,-13%
COC(=O)[C@H]1[C@H]2C[C@@H]3c4[nH]c5cc(OC)ccc5c4CCN3C[C@H]2C[C@@H](OC(=O)c2cc(OC)c(OC)c(OC)c2)[C@@H]1OC,-1&8,-0.2,?,3%&6%,-7%,4%,-8,23,-6%
COc1ccc(C(=O)c2cc(OC)c(OC)c(OC)c2)cc1OC,-4,-0.7,?,?,-16%,?,1,-16,7%
Cc1ccc2c(c1)N(C(=O)CCC(=O)NCc1ccccn1)CC(C)O2 (stereo unspecified),0,-1.3,-8%,0%,2%,2%,1,8,-7%
CCN(CC)S(=O)(=O)c1cc(OCC(N)=O)c(C)cc1Cl,2,-2.8,8%,6%,-36%[57.1 µM],-7%,4,10,-3%
Cc1cc(C)nc(NS(=O)(=O)c2ccc(NC(=O)C(C)C)cc2)n1,0,0.5,-5%,-5%,0%,-17%,1,15,-6%

# Only IL-2 act and WRN helicase inh, for 2 of the compounds above:
Molecule | IL-2 act | WRN helicase inh
Cc1ccc2c(c1)N(C(=O)CCC(=O)NCc1ccccn1)CC(C)O2 (stereo unspecified) | -1.3 | 2%
CCN(CC)S(=O)(=O)c1cc(OCC(N)=O)c(C)cc1Cl | -2.8 | -36%[57.1 µM]

# Other compounds follow.
SMILES,D3 ag,IL-2 act,GLP-1R inv ag,GLP1R ag,WRN helicase inh,HEK293 tox,PI5P4Ka inh,D3 antag,PLK1 PBD inh
CCN1CCc2c(sc(NC(=O)C3COc4ccccc4O3)c2C(N)=O)C1 (stereo unspecified),-40,-2.6,-18%,-3%,-10%,-7%,-7,?,-5%
CCOC(=O)N1CCc2c(sc3c2c(=O)n(Cc2ccccc2)c(=O)n3Cc2ccc(C)cc2)C1,6&0,0.2,2%&-5%,6%,-4%,1%&1%,0,-5,2%
O=C(OCN1C(=O)c2ccccc2C1=O)c1cccnc1SC(F)F,6,1.2,4%,8%,1%,4%,15,9,-9%
COc1ccc(C(=O)CSc2n[nH]c(-c3ccco3)n2)cc1,4,0.5,0%,11%,-17%,0%,nt,-59*,-7%
CCCCCOC(=O)CSc1nnc(-c2cc(OC)c(OC)c(OC)c2)o1,2,1.7,0%,7%,-2%,-9%,nt,-7,1%
O=C(CCC(=O)c1cccs1)NCc1ccccc1Cl,-7,0.7,14%,-8%,?,-1%,?,9,-4%
COc1cccc(C2/C(=C(\O)c3ccc4c(c3)OCCO4)C(=O)C(=O)N2CCCn2ccnc2)c1 (stereo unspecified),-1,-1.1,5%,-2%,-4%,-9%,-8,0,27µM*
CCOC(=O)Nc1nnc(-c2ccc(OC)cc2)s1,-2,-1.9,49%[activator],-8%,-4%,-19%,nt,-3,-3%
O=C(CN1CCN(Cc2ccccc2)CC1)Nc1cccc(S(=O)(=O)N2CCCCCC2)c1,-14,-1.7,?,5%,-6%,-2%,3,-15,?
O=C(Cn1cc([N+](=O)[O-])nc1[N+](=O)[O-])N1CCN(c2ccccc2)CC1,0,3.2,-29%,0%,-4%,-3%,1,-1,-1%
Cc1n[nH]c(=O)nc1NCCN(C)C,0,0.0,9%,0%,8%,-10%,2,?,-3%
Cc1ccc(S(=O)(=O)N(C)C[C@@H]2OCc3cn(nn3)CCCC(=O)N([C@H](C)CO)C[C@H]2C)cc1,-6,1.1,7%,-6%,-3%,8%,-1,-18,?
Cn1c(=O)n(C)c2cc(NS(=O)(=O)c3ccccc3)ccc21,1,-1.5,67%[activator],7%,-5%,-1%,2,28,5%
O=C(CCSCc1ccc(Cl)cc1)NCc1cccnc1,-6,-3.9,6%,4%,-6%,11%,-5,-17,-3%
Cc1cccc(N(CC(O)CN2CCCC2)S(=O)(=O)c2ccccc2)c1 (stereo unspecified),-12,0.7,-29%,16%,-2%,7%,7,0,-9%

# Compound activity from PubChem BioAssay.
